mIAP block: mouse IAP inhibition; inhibition, % at 10 µM; AID 2806; purified mouse IAP, CDP-Star luminescence, 30 min; 0.2% of 330,000 active;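 active = inhibition of at least 40% at 10 µM in the primary screen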;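 note: plate controls were DMSO with enzyme for no effect and no enzyme wells for full effect; values of inactives mirror those of a sister screen read the other way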
hIAP act: human IAP activation; purified human IAP, CDP-Star luminescence, 30 min; stronger effect = higher value; 1 = vehicle-only enzyme, 0 = enzyme-free background; activation factor at 10 µM; 0.16% of 330,000 active;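 active = activation factor of the enzyme at least 2-fold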; note: the source names both 10 and 20 µM as test concentration; values of inactives mirror those of a sister screen read the other way
Target sequence (P09923 whole entry, looked up): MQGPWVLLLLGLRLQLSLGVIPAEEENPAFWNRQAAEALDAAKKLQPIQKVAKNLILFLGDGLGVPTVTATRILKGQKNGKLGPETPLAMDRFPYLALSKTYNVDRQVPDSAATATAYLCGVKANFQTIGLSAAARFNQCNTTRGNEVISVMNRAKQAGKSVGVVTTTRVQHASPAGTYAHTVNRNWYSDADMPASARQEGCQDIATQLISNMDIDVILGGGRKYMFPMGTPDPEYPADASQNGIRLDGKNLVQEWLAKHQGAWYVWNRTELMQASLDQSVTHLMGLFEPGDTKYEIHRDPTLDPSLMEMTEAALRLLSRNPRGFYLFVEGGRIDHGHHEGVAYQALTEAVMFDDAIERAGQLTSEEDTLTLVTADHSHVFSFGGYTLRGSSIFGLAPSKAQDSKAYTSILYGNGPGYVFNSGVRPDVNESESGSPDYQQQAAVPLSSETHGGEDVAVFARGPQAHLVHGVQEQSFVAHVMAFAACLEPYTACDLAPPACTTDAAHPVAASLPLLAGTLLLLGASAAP
A3A deaminase: human APOBEC3A DNA deaminase inhibition | recombinant A3A, FAM/TAMRA ssDNA deamination fluorescence | P31941 | AID 493011 | inhibition, % at 20 µM | 0.41% of 330,000 active;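 active = at least 40% inhibition at 20 µM here, with at most 30% in a related deaminase screen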;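 note: plate controls were A3A with DMSO for no effect and wells lacking A3A enzyme for full effect; some results filed as inactive read as strong as hits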
Target sequence (P31941 whole entry, looked up): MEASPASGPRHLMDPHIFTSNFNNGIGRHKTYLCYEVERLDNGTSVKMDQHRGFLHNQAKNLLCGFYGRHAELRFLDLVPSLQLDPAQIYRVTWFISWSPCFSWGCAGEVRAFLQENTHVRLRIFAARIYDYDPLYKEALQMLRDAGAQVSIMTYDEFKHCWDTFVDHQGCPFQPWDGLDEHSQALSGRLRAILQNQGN
APOBEC3G inh: APOBEC3G (human) deaminase inhibition | Q9HC16 | recombinant A3G, ssDNA deamination FAM/TAMRA fluorescence | inhibition, % at 20 µM | 0.28% of 330,000 active;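 active = inhibition of at least 40% at 20 µM, with no more than 30% in the related APOBEC3A deaminase screen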;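 note: plate controls were DMSO wells with A3G for no effect and wells lacking A3G enzyme for full effect; some compounds called inactive have numbers as strong as hits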
Target sequence (Q9HC16 whole entry, looked up): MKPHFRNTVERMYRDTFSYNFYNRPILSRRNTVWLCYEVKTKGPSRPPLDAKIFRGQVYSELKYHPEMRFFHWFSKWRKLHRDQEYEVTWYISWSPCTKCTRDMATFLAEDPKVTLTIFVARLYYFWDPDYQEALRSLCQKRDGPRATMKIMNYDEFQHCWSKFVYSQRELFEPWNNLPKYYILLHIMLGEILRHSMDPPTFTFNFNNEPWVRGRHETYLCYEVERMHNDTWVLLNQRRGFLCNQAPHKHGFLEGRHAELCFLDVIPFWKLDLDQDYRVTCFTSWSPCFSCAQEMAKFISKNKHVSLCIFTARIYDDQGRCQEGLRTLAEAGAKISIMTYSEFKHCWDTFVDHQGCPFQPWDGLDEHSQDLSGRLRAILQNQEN
NLRP3 yeast inh: inhibitors of NALP3 inflammasome in yeast; Yeast reconstituted NLRP3/ASC/caspase-1, beta-gal luminescence, 24 h; inhibition, % at 10 µM; 0.39% of 330,000 active; AID 2825;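 active = inhibition of 50% or more; inactive = inhibition below 50%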;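 note: plate controls were induced DMSO wells for no effect and uninduced yeast grown without galactose for full effect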
hIAP block: human IAP inhibition. inhibition, % at 10 µM. P09923. purified IAP, CDP-Star luminescence, 30 min. 0.12% of 330,000 active. AID 2544;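 active = inhibition reaching a set limit with compound at 10 µM in the primary screen, cut at about 35% in these data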;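 note: plate controls were DMSO wells with enzyme for no effect and no-enzyme buffer wells for full effect; values of inactives mirror those of a sister screen read the other way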
mIAP activ: mouse IAP activation. muIAP, CDP-Star luminescence, 30 min; stronger effect = higher value; 1 = vehicle-only enzyme signal, 0 = enzyme-free wells. activation factor at 10 µM. 0.24% of 330,000 active;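 active = activation factor of at least 2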; note: the source names both 10 and 20 µM as test concentration; values of inactives mirror those of a sister screen read the other way
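Assay system: mouse IAP enzyme / Compound: DMSO-dissolved test compounds / Timing: 30 min, room temperature / Measured by: luminescence from enzymatic CDP-Star hydrolysis / Control set: DMSO-only wells, enzyme-free buffer wells as negative control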
beta cell repl: induces beta-cell replication in MIN6 cells; AID 2380; proliferation, % at 10 µM; 0.29% of 330,000 active; MIN6 cells proliferation, ATPlite luminescence, 48 h; cells starved in 0.2% serum; 100% = growth in 10% serum;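 active = compounds whose signal lies at least 3.5 SD above the mean of all wells on their plate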;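 note: 0% = DMSO-treated cells in low-serum medium and 100% = 10% serum control; some compounds called inactive have numbers as strong as hits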
SENP1 inh: blocks the human SENP1 SUMO protease catalytic domain; Q9P0U3; recombinant SENP1 catalytic domain, CyPet-SUMO1-YPet FRET cleavage; 0.21% of 360,000 active; inhibition, % at 10 µM; AID 624204;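 active = inhibition at least 30% at 10 µM, raw YFP signal under a set limit, fluorescence ratio 0.5 to 1.5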;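 note: 0% = enzyme with DMSO and 100% = no enzyme wells; some results filed as inactive read as strong as hits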
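material = recombinant human SENP1 catalytic domain, His6-tagged | quantity = 20 pM enzyme | reagent = 25 nM SUMO1 FRET substrate | compound dosing = 10 µM single point, 0.5% DMSO | timing = 50 min enzyme reaction, room temperature, light-protected | detection = FRET, CFP and YFP emission | control set = no-enzyme low, enzyme-DMSO high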
Active calls of the source: *; x = no result given.

SMILES	mIAP block	hIAP act	A3A deaminase	APOBEC3G inh	NLRP3 yeast inh	hIAP block	mIAP activ	beta cell repl	SENP1 inh
Cc1ccn2cc(C(=O)NC3CCN(Cc4ccccc4)CC3)nc2c1	-13	1	4	3	11	-1	1.1	0	0
COc1ccccc1OCC(=O)NCCS(=O)(=O)N1CCN(c2ccccc2)CC1	1	0.99	-1	-9	0	0	0.99	3	0
COC(C[C@@H]1O[C@@H]1[C@H](O)[C@H](C)OCc1ccccc1)OC	-4	0.85	-1	-5	16	14	1	-3	3
CC(=N[C@@H]1CCCC[C@H]1N=C(C)c1ccccc1O)c1ccccc1O	7	0.91	-2	-2	-3	9	0.93	0	0
COc1ccc(NC(=O)CNC(=O)c2nn(-c3ccc(OC)c(OC)c3)c(=O)c3ccccc23)c(OC)c1	7	0.88	-2	-3	1	12	0.93	0	0
Cn1c(SCC(=O)Nc2ccc(NC(=O)c3ccccc3F)cc2)nnc1-c1ccncc1	-13	0.92	0	1	20	8	1.1	0	0
COc1ccc(CCN2C(=S)N(C)C(=O)C2CC(=O)Nc2ccc(F)cc2)cc1 (configuration not stated)	-7	0.92	4	8	14	8	1.1	-3	2
CCOC(=O)c1cc(-c2csc(Nc3c(C)cc(C)cc3C)n2)on1	3	1.1	-1	-2	21	-10	0.97	-4	1
COCCNC(=O)C(c1cccs1)N(C(=O)Cn1nnc2ccccc21)c1ccc(OC)cc1 (configuration not stated)	-8	1	-7	-8	5	-4	1.1	-1	-1
O=C(Nc1ccc(-n2cnnn2)cc1)c1cc(S(=O)(=O)N2CCCC2)ccc1Cl	-5	0.92	4	-4	-5	8	1	-1	5
COc1ccc(OCCC(=O)N2CCOCC2)cc1	5	1.1	8	-2	27	-7	0.95	2	2
O=C1C=C(NCc2ccco2)CC(c2ccc(Cl)cc2)C1 (configuration not stated)	0	0.88	-1	-2	14	12	1	3	-8
COC(=O)CSc1[nH]c2ccc(Br)cc2c1[N+](=O)[O-]	-1	1	0	-4	24	-4	1	-2	-49
O=C(c1ccc(CNS(=O)(=O)c2ccc(Br)cc2)cc1)N1CCCCC1	-6	1	0	8	14	-4	1.1	-1	-1
S=C(NCc1ccccc1)Nc1cccc2ccccc12	-16	1.1	0	-1	29	-13	1.2	-5	0
Cc1cc(Cl)ccc1NC(=S)NCc1ccco1	-16	0.9	-7	-9	-4	10	1.2	-6	1
Cc1cc(OC(=O)N2CCCCC2)cc(C)c1Cl	-1	0.79	-2	2	13	21	1	-3	1
CC(=O)COc1nc2c(c(-c3ccco3)c1C#N)CCc1ccccc1-2	-2	0.95	4	1	13	5	1	-4	x
O=C(O)c1cc(-c2cccs2)nn1-c1ccccc1	-5	1.1	3	-4	3	-10	1	-1	4
O=C(NC1CCCCCC1)C(=S)NC1CCCCC1	8	0.92	2	-3	12	8	0.92	0	2
Cc1ccccc1NC(=S)NCCc1ccccc1	-4	0.98	2	-3	11	2	1	-3	1
O=P(O)(O)C(O)C(F)(F)C(F)(F)C(F)(F)C(F)F (configuration not stated)	-1	1.2	0	-6	2	-17	1	-3	-1
O=C(c1ccccn1)N1CCN(S(=O)(=O)c2ccc3ccccc3c2)CC1	7	0.92	2	-13	14	8	0.93	2	1
Cc1ccc(-c2ccccc2NC(=O)C2C3C=CC(C3)C2C(=O)O)o1 (configuration not stated)	-10	1.1	-7	-6	7	-8	1.1	0	-12
CC(C)C(NC(=O)c1c(F)cccc1F)C(=O)NC1CC(C)(C)NC(C)(C)C1 (configuration not stated)	-1	1	1	-2	-1	-4	1	-2	0

Ordered by heavy-atom count (smallest number first): part of the list above
SMILES	mIAP block	hIAP act	A3A deaminase	APOBEC3G inh	NLRP3 yeast inh	hIAP block	mIAP activ	beta cell repl	SENP1 inh
O=P(O)(O)C(O)C(F)(F)C(F)(F)C(F)(F)C(F)F (configuration not stated)	-1	1.2	0	-6	2	-17	1	-3	-1
COC(C[C@@H]1O[C@@H]1[C@H](O)[C@H](C)OCc1ccccc1)OC	-4	0.85	-1	-5	16	14	1	-3	3
CC(=N[C@@H]1CCCC[C@H]1N=C(C)c1ccccc1O)c1ccccc1O	7	0.91	-2	-2	-3	9	0.93	0	0
COc1ccc(CCN2C(=S)N(C)C(=O)C2CC(=O)Nc2ccc(F)cc2)cc1 (configuration not stated)	-7	0.92	4	8	14	8	1.1	-3	2
COc1ccccc1OCC(=O)NCCS(=O)(=O)N1CCN(c2ccccc2)CC1	1	0.99	-1	-9	0	0	0.99	3	0
COc1ccc(NC(=O)CNC(=O)c2nn(-c3ccc(OC)c(OC)c3)c(=O)c3ccccc23)c(OC)c1	7	0.88	-2	-3	1	12	0.93	0	0

Going on with the list:
SMILES	mIAP block	hIAP act	A3A deaminase	APOBEC3G inh	NLRP3 yeast inh	hIAP block	mIAP activ	beta cell repl	SENP1 inh
COc1ccc(S(=O)(=O)NC(C)C(=O)Nc2cccc(C(C)=O)c2)cc1 (configuration not stated)	2	1.2	-2	-8	11	-16	0.98	-1	2
Cc1cc(F)ccc1S(=O)(=O)N1CCCOC1CNC(=O)C(=O)NCC(C)C (configuration not stated)	-3	0.98	-3	-9	-3	2	1	-4	-1
COc1ccc(NC(=O)CN(C)CC(=O)Nc2cccc(C(F)(F)F)c2)cc1	-15	1	3	-1	3	-2	1.1	0	1
COC(=O)C1(CC2CC(c3ccccc3)=NO2)CCN(C(=O)OC(C)(C)C)CC1 (configuration not stated)	4	0.82	2	6	3	18	0.96	-1	4
c1ccc([C@H]2CC3C[C@@H](c4ccccc4)N2O3)cc1	-1	1	-2	-2	19	-3	1	-3	3
O=S(=O)(NCc1ccccc1F)c1cccc(S(=O)(=O)N2CCOCC2)c1	-2	1.1	-3	-4	-1	-8	1	1	-1
COC(=O)c1ccnc(/C=N/O)c1	-7	1.1	0	-4	12	-8	1.1	-3	2
CCOc1cc(C)nc(N2CCC(C(=O)Nc3ccccc3OCC)CC2)n1	-11	0.69	3	3	5	31	1.1	-3	1
COc1ccc(C(=O)C(CN2CCCC2)c2ccccc2)cc1 (configuration not stated)	6	1.1	3	0	16	-11	0.94	-3	2
Cc1csc(NC(=O)c2ccc(COc3ccccc3)o2)n1	5	1.1	-2	0	31	-9	0.95	-2	-1
CN(C)c1nc(N)c([N+](=O)[O-])c(NCCO)n1	6	1	0	-1	-3	0	0.94	0	0
CCOc1ccc(OCC)c(NC(=O)CCSCCc2ccccn2)c1	3	1	0	0	14	-1	0.97	3	1
N/C(=N\OC(=O)CCC1CCCC1)c1cccc([N+](=O)[O-])c1	8	0.89	1	-4	17	11	0.92	0	4
COc1ccccc1N1CCN(C(=O)C2CCCN(S(=O)(=O)c3ccc4c(c3)CCCN4C(C)=O)C2)CC1 (configuration not stated)	-2	0.83	-1	0	2	17	1	-3	3
COc1ccc(C(=O)NC2CC2)cc1OC1CCN(Cc2ccc(F)c(F)c2)CC1	-5	1.1	-4	-7	7	-13	1.1	4	1
CN1C(=O)Cc2cc(S(=O)(=O)N3CCN(c4ccccc4F)CC3)ccc21	-1	1.1	-6	-9	5	-6	1	-3	-1
CC(C)N(C(=O)COC(=O)c1ccccc1C(=O)N1CCN(c2ccc(F)cc2)CC1)C(C)C	4	1.4	-1	-4	5	-41	0.95	4	3
COc1ccc(N(CC(=O)NCc2ccc(Cl)cc2)S(=O)(=O)c2c(C)nn(C)c2C)cc1	-9	1.4	0	-5	9	-40	1.1	-1	2
COc1ccccc1OCCSc1nc(C)c(Cc2ccccc2)c(=O)[nH]1	-4	1.1	4	-2	-10	-5	1	-1	x
CC1CC(CC(=O)NNc2nc(-c3ccccc3)cs2)C(=O)O1 (configuration not stated)	2	1.4	0	-2	15	-38	0.97	-1	2
Cn1c(=O)c2c(C(=O)O)cc(-c3ccccc3)nc2n(Cc2ccccc2)c1=O	0	0.96	0	-9	15	4	1	1	-23
CCOc1ccc(N2C(=O)CC(S/C(N)=N/N=C/c3cccs3)C2=O)cc1 (configuration not stated)	-4	1.2	4	-2	-2	-16	1	-3	2
CCOC(=O)C1=CN(CC2CCCO2)C=C(C(=O)OCC)C1c1ccccc1C(F)(F)F (configuration not stated)	9	1.1	3	1	-5	-10	0.91	-1	-107
COc1ccccc1NC(=O)COC(=O)c1ccccc1OCC(=O)Nc1ccc(SC(F)F)cc1	2	0.97	1	-1	8	3	0.98	-2	1
COc1ccc(C(C(=O)NC2CCCCC2)N(C(=O)Cc2c[nH]c3ccccc23)c2ccc(NC(C)=O)cc2)cc1OC (configuration not stated)	-5	1.1	1	-6	-5	-6	1	0	1

Later entries
SMILES	mIAP block	hIAP act	A3A deaminase	APOBEC3G inh	NLRP3 yeast inh	hIAP block	mIAP activ	beta cell repl	SENP1 inh
COc1ccc(C(=O)c2nc3c(n2O)CCCCC3)cc1	1	0.87	-4	-5	-1	13	0.99	-2	-1
CC12CCC(C(=O)N(CC(O)CN3CCCCCC3)C1=O)C2(C)C (configuration not stated)	-2	1	-3	-7	-5	-2	1	2	0
CC(=O)c1cnc(Oc2cc(Cl)ccc2Cl)nc1C	-4	0.99	-1	-3	-1	1	1	-1	0
Cc1cc(C(=O)COC(=O)c2n[nH]c3ccccc23)c(C)n1CC1CCCO1 (configuration not stated)	11	0.95	-2	-2	-1	5	0.89	-6	0
O=S(=O)(c1ccccc1)c1nc(Cc2ccccc2)oc1N1CCOCC1	0	1.2	-1	0	16	-18	1	0	1
CC1CC(C)CN(C(=O)COC(=O)c2cc([N+](=O)[O-])ccc2N2CCOCC2)C1 (configuration not stated)	3	0.92	6	-6	20	8	0.97	3	1
O=C1c2ccccc2NC(c2ccccc2)N1Cc1ccccc1 (configuration not stated)	-4	1.4	3	10	-9	-40	1	-3	-1
CNS(=O)(=O)c1ccc(NC(=O)c2csc(C)c2)cc1	-2	1.1	-2	-1	0	-14	1	-2	1
COc1ccc(CN2CCN(Cc3cc4ccccc4o3)CC2CCO)c(F)c1 (configuration not stated)	2	0.91	-3	-6	24	9	0.98	0	0
N#Cc1c(-c2ccccc2)c(C#N)c2nc3ccccc3n2c1N	8	1	-4	-9	1	-4	0.92	-5	-32
CC(C)NC(=O)COc1nncc2ccccc12	6	1	2	-5	7	0	0.94	-2	2
CCc1ccc(C(=O)Nc2nc3ccccc3[nH]2)cc1	11	1.2	-2	-4	22	-24	0.89	-4	2
C#CCOCCOCCOCCNc1nc(N2CCN(C(=O)[C@H]([C@@H](C)CC)n3cc([C@@H](N)CO)nn3)CC2)nc(N2CCN(C(=O)[C@H](Cc3cc4ccccc4[nH]3)n3cc([C@@H](N)C(C)CC)nn3)CC2)n1 (some centres not stated)	-12	0.99	-9	-14	14	1	1.1	-3	x
CC(C)(C)NC(=O)CSc1nc(Cc2ccccc2)nc2ccccc12	12	0.98	-7	-6	22	2	0.88	-1	-1
Cc1cc(C)c(NS(=O)(=O)c2ccc3c(c2)n(C)c(=O)n3C)c(C)c1	1	1	1	-1	10	-2	0.99	-3	-1
O=C(O)CCCCCn1c(SCc2cc(=O)n3cc(Cl)ccc3n2)nc2ccsc2c1=O	-3	0.99	-4	-9	-11	1	1	0	1
O=C(COC(=O)[C@@H]1CCCN1S(=O)(=O)c1ccc(Cl)cc1)NCC(F)(F)F	-14	1	-8	-2	5	-4	1.1	-1	0
O=C(CN1C(=O)CCS(=O)(=O)c2ccccc21)Nc1cccc(Cl)c1	-1	1.1	3	-1	8	-9	1	-2	0

Bioassay records (PubChem BioAssay)

The list is partial; the hit share may differ from the screen's.
